Screening results as filed in PubChem BioAssay.
PTK2B oligo ant: Pyk2 (human) oligomerization antagonism; Q293 cells, Pyk2 FERM NanoBiT luminescence; hits give low values; z-score (the deposit names both 25 µM and 10 µM); 99,000 compounds, 0.83% hits;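 active = Z-score of -3 or lower, scaled per plate to the spread of control and sample wells; inactive = z-score above -3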;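 also: negative z-score means lost luminescence so less FERM oligomerization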
Ecoli WT expand: growth inhibitors of E. coli BW25113 wild type | OD600 absorbance | growth inhibition, % at 100 µM | 98,000 compounds, 0.15% hits;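 active = growth inhibition above about 50% at one test dose, limit read from the data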;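 also: growth measured after 20 h incubation at 37 °C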
PostGolgi yeast: growth inhibition of a yeast mutant, post-Golgi transport screen | 98,000 compounds, 0.9% hits | post-Golgi transport phenotypic cell assay | AID 739 | inhibition, % at 10 µM; in the data active = inhibition above about 30%;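 also: yeast cells grown in 1536-well plates; yeast grown about 18 h at 30C before absorbance read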
EphB4 ephrin blk: blocks human EphB4 binding to ephrin-B2. P54760. AID 720. 97,000 compounds, 0.15% hits. EphB4 LBD / TNYL-RAW-Alexa532 peptide, fluorescence polarization. inhibition, % at 7 µM;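 active = inhibition above the screen-wide mean inhibition plus 3 SD, cut at about 15% in these data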;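 also: 0% = DMSO wells and 100% = excess unlabeled TNYL-RAW peptide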
Target sequence (P54760 whole entry, looked up, the tested form may be a part): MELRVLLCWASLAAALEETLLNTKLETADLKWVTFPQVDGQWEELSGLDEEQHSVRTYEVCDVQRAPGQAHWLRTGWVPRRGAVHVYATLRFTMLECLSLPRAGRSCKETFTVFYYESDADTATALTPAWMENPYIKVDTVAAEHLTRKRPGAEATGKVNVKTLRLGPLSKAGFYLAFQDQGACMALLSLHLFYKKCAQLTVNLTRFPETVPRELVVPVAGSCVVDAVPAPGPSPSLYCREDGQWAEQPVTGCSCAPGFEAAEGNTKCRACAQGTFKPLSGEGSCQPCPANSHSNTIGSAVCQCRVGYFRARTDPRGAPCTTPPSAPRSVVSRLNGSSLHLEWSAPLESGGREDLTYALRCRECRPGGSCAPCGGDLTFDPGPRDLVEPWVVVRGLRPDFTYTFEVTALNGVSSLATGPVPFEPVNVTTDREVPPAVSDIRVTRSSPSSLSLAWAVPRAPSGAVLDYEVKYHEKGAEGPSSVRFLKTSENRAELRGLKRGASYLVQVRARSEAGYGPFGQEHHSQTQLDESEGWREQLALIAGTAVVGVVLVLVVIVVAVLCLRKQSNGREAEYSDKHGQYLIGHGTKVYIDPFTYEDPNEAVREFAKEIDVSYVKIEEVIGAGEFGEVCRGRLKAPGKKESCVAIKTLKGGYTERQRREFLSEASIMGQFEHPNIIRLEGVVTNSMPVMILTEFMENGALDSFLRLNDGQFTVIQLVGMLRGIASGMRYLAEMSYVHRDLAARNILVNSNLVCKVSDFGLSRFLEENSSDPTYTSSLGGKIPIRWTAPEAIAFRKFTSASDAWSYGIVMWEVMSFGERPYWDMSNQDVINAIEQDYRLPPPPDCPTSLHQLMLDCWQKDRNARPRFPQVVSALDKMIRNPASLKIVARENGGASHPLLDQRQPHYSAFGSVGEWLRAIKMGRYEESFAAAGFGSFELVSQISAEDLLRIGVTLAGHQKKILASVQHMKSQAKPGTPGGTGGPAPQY
Starred values were filed as active, the others as inactive; . = no result given. This is a subset; the hit share may differ from the screen's.

smiles | PTK2B oligo ant | Ecoli WT expand | PostGolgi yeast | EphB4 ephrin blk
CCOC(=O)c1cc(CC)sc1/N=C/c1c(O)[nH]c(=S)[nH]c1=O | 0.92 | . | . | .
C=CCn1c(O)c(N=Nc2c(C)n(C)n(-c3ccccc3)c2=O)c(=O)[nH]c1=S | -0.23 | . | . | .
CN(C)C(=O)Oc1ccc(-c2cn3cc(Cl)ccc3n2)cc1 | 0.57 | . | . | .
CN1CCN(Cc2nnc3n2-c2ccc(Cl)cc2C(c2ccccc2)=NC3)CC1 | -0.27 | . | . | .
Cc1ccccc1C(=O)NC(Oc1ccccc1)C(Cl)(Cl)Cl (stereo not drawn) | 0.17 | . | . | .
CCOC(=O)C(O)(c1ccc(NC(=S)NC(=O)c2ccc(Cl)cc2Cl)c(C)c1)C(F)(F)F (stereo not drawn) | -0.98 | . | . | .
Cc1c(N=Nc2c(O)n(C)c(=O)n(C)c2=O)c(=O)n(-c2ccccc2)n1C | -0.17 | . | . | .
CCCCn1c(O)c(/C(CC)=N/N2CCCCC2c2cccnc2)c(=O)[nH]c1=S (stereo not drawn) | -2.5 | . | . | .
CC(O)CNc1ccc([N+](=O)[O-])c2cccnc12 (stereo not drawn) | -0.66 | . | . | .
CCN(C(=O)Oc1ccccc1)c1ccc(C(O)(C(=O)OC)C(F)(F)F)cc1 (stereo not drawn) | -2.5 | . | . | .

Profiles, looked up by structure. Order of values: PTK2B oligo ant, Ecoli WT expand, PostGolgi yeast, EphB4 ephrin blk
`CN(C)C(=O)Oc1ccc(-c2cn3cc(Cl)ccc3n2)cc1` is listed as 0.57, ., ., .
`CC(O)CNc1ccc([N+](=O)[O-])c2cccnc12` (stereo not drawn) is listed as -0.66, ., ., .
`CCOC(=O)C(O)(c1ccc(NC(=S)NC(=O)c2ccc(Cl)cc2Cl)c(C)c1)C(F)(F)F` (stereo not drawn) is listed as -0.98, ., ., .
`Cc1c(N=Nc2c(O)n(C)c(=O)n(C)c2=O)c(=O)n(-c2ccccc2)n1C` is listed as -0.17, ., ., .

The listing picks up, starting four compounds before the break.
smiles | PTK2B oligo ant | Ecoli WT expand | PostGolgi yeast | EphB4 ephrin blk
Cc1c(N=Nc2c(O)n(C)c(=O)n(C)c2=O)c(=O)n(-c2ccccc2)n1C | -0.17 | . | . | .
CCCCn1c(O)c(/C(CC)=N/N2CCCCC2c2cccnc2)c(=O)[nH]c1=S (stereo not drawn) | -2.5 | . | . | .
CC(O)CNc1ccc([N+](=O)[O-])c2cccnc12 (stereo not drawn) | -0.66 | . | . | .
CCN(C(=O)Oc1ccccc1)c1ccc(C(O)(C(=O)OC)C(F)(F)F)cc1 (stereo not drawn) | -2.5 | . | . | .
CN1C2CCC1/C(=C/c1ccccn1)C(=O)/C2=C\c1ccccn1 | 1.6 | . | . | .
Cc1cc(Cl)ccc1OCCCC(=O)NCc1cccs1 | 0.08 | . | . | .
CCN1CCN(C(=O)COc2ccc(S(=O)(=O)NC(C)C)cc2)CC1 | 0 | . | . | -4
CN(CC(=O)Nc1ccccc1-c1ccccc1)C1CCCCC1 | -1.3 | . | . | -8
CC1C(c2cccs2)=[N+]([O-])C(C)(C(=O)c2ccc(Cl)cc2)N1O (stereo not drawn) | -0.6 | . | . | 2
CCOC(=O)c1c(C)n(Cc2ccccc2)c2ccc(OCC(O)Cn3nc(C)cc3C)cc12 (stereo not drawn) | -2.4 | . | . | -1
Clc1ccc2c(c1)C(c1ccccc1Cl)=NCc1nnc(Br)n1-2 | -1.4 | . | . | -7
CC(=O)c1ccc2c(c1)C1C(Cl)C(Sc3ccccc3[N+](=O)[O-])CC1C(c1ccccc1[N+](=O)[O-])N2 (stereo not drawn) | -3.4* | . | . | -2
COc1ccc(N2C(=O)NC(=O)C(CCc3ccncc3)(CCc3ccncc3)C2=O)cc1 | -0.37 | . | . | -2
Cn1cccc1CNCCc1ccc(F)cc1 | -0.28 | . | . | 1

Overlap with the part before: 2 compounds, then new ones.
smiles | PTK2B oligo ant | Ecoli WT expand | PostGolgi yeast | EphB4 ephrin blk
COc1ccc(N2C(=O)NC(=O)C(CCc3ccncc3)(CCc3ccncc3)C2=O)cc1 | -0.37 | . | . | -2
Cn1cccc1CNCCc1ccc(F)cc1 | -0.28 | . | . | 1
CC(N)Cc1c[nH]c2ccc(Cl)cc12 (stereo not drawn) | 1.1 | . | . | -3
Cc1cc(C)c(NC2=NCCCS2)c(C)c1 | 1.9 | . | . | -5
N#Cc1cc2c(nc1SCC(=O)Nc1cc(Cl)ccc1Cl)C1CCN2CC1 | -2.4 | . | . | -1
CCN(CC)CCCOC(=O)C(OC(C)C)(c1ccccc1)c1ccccc1 | -0.93 | . | . | -3
Cc1ccccc1C1=NCC(=S)Nc2ccc(Cl)cc21 | -1.9 | . | . | -5
CN(C)C(=O)Oc1cccc(NC(=O)N2CCOCC2)c1 | -0.59 | . | . | 8
CCC(C)NS(=O)(=O)c1ccc(OCC(=O)N2CCN(CC)CC2)cc1 (stereo not drawn) | 1.9 | . | . | -7
CC(=O)NC(Cc1ccc(N(CCCl)CCCl)cc1)C(=O)O (stereo not drawn) | 0.31 | . | . | 4
CCOc1ccccc1N1C(=O)NC(=O)C(CCc2ccncc2)(CCc2ccncc2)C1=O | 0.32 | . | . | 7
c1ccc(CNCCc2ccc3c(c2)OCO3)nc1 | 1.1 | . | . | -2
CCN(N=Nc1nonc1OC)c1nonc1OC | 0.03 | . | . | -1
Cc1ccc(OP(=O)(O)Oc2ccc(C)cc2)cc1 | 0.91 | . | . | 3
COC(=O)COc1cc(C)cc2oc(=O)c3c(c12)CCCC3 | -0.26 | 2 | 4 | .
